Nrf2 ARE act = activators of Nrf2 (ARE) signaling; AREc32 ARE-luciferase reporter (MCF7-derived line), luminescence, 24 h; Potency, µM (titrated, usually from 46.1 µM), for the others: at the top dose activation, actives largely listed as activators; hit rate 0.31% among 410,000; AID 624171; note: potency is the fitted concentration of half-maximal effect; % of control where 0% means no effect; nearly all actives have a fitted effect of over 65% in size
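Reporter line AREc32 (ARE-Fluc), seeded overnight in OPTI-MEM with 5% FBS; compound pin-transferred, 24 hr at 37 deg C, 5% CO2; luminescent read-out.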
TGFb inhibitor = inhibitors of TGF-b signaling | HepG2 CAGA-GFP TGF-b/SMAD3 reporter, GFP fluorescence, 18 h; TGF-beta stimulated, 500 pg/mL final | Potency, µM (series often up to 46.1 µM), for the others: top-dose activity, negative = inhibition, actives largely listed as inhibitors | hit rate 1.2% among 410,000 | AID 588855; note: potency is the fitted concentration of half-maximal effect; % is set by controls: 0 for no effect and ±100 for the full control effect; nearly all actives have a fitted effect of over 65% in size
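HEPG2 CAGA-GFP cells (1000/well, DMEM with 1% FBS) were pre-incubated 2 h at 37 degrees C, given compound by pin tool, then stimulated with TGF-beta at 500 pg/mL final for 18 h before per-cell GFP fluorescence imaging.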
ATXN2 expr inh = inhibitors of ATXN2 expression. AID 1745845. Potency, µM (titrated, usually from 57 µM), inactives show top-dose activity change, negative = inhibition, usual class: inhibitors. HEK-293 ATXN2-luciferase reporter, luminescence, 24 h. hit rate 0.72% among 360,000; note: potency is the fitted concentration of half-maximal effect; % is set by controls: 0 for no effect and ±100 for the full control effect; nearly all actives have a fitted effect of over 55% in size
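qHTS (up to 57 uM final) was run with 24 h compound exposure of reporter cells at 37 °C. Each well was multiplexed: SteadyGlo luminescence measured ATXN2-luciferase expression after a fluorogenic Gly-Phe-AFC viability readout (25 uM final).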
HepG2 viability = HepG2 cytotoxicity, counter-screen for TGF-b inhibitors. HepG2 CAGA-GFP viability, ATP luminescence, 18 h. Potency, µM (doses to about 46.1 µM), inactives show at the top dose activity change, negative = cytotoxicity, most hits filed as cytotoxic. hit rate 0.76% among 410,000; note: potency is the fitted concentration of half-maximal effect; some results filed as inactive show a strong effect at the top dose
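CellTiter-Glo luminescence gave cytotoxicity after 18 hours at 37 degrees C. The cells were HepG2 CAGA-GFP in 1% FBS DMEM, stimulated with 500 pg/mL TGF-beta after compound addition. %Activity was normalised to no-cell wells (complete cell-killing) and DMSO (no toxicity), and curves were fitted and classified.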
EPAC2 ag = EPAC2 (human) agonism; Q8WZA2; EPAC2 activation, biochemical qHTS; response scale: 100% = 6.5 mM cAMP response; Potency, µM (titrated, usually from 154 µM), for the others: at the highest dose activation, most hits filed as activators; hit rate 0.079% among 360,000; note: potency is the fitted concentration of half-maximal effect; nearly all actives have a fitted effect of over 50% in size
Target sequence (Q8WZA2 whole entry, looked up): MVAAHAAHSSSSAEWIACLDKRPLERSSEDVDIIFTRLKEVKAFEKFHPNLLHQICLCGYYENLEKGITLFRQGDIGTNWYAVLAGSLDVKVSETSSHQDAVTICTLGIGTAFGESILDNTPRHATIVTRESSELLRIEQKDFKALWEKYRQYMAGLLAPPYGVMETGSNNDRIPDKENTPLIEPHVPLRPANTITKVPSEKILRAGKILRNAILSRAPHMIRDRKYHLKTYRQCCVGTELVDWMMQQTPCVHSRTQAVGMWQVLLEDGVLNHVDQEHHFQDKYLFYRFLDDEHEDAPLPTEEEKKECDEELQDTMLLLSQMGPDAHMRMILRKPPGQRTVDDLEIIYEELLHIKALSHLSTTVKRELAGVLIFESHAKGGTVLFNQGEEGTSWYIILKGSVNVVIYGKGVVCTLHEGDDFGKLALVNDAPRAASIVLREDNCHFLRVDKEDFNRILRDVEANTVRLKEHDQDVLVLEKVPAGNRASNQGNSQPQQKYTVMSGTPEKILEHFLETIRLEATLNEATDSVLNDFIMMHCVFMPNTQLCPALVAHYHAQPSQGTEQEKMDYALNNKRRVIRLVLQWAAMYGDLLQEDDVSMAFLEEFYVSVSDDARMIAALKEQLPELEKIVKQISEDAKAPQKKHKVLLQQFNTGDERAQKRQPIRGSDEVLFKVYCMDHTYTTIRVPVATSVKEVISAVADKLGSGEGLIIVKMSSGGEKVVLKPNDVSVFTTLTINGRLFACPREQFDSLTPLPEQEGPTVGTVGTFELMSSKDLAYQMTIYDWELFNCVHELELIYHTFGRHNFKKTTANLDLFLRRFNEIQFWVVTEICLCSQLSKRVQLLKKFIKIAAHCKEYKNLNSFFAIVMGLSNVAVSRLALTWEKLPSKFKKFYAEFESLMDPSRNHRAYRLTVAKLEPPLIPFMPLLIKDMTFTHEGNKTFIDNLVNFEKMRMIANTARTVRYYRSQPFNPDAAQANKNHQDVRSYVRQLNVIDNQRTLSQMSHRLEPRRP
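Readout is BODIPY fluorescence (480 nm excitation, 540 nm emission), which falls as labeled GDP is exchanged off Rap1B. EPAC2 at 100 nM acted on 250 nM RAP1B-BODIPY-GDP with 50 uM GDP present.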
Nrf2 block = Nrf2 pathway inhibition | Potency, µM (titrated, usually from 46 µM), without a hit: at the top dose activity change, negative = inhibition, actives largely listed as inhibitors | hit rate 2.1% among 360,000 | AID 504444 | A549 ARE-Fluc reporter, luciferase luminescence, 18-24 h; note: potency is the fitted concentration of half-maximal effect; % is set by controls: 0 for no effect and ±100 for the full control effect; nearly all actives have a fitted effect of over 60% in size
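Reporter: ARE-Fluc in A549. Exposure: 18-24 h, 37 °C, 5% CO2, 5% FBS OPTI-MEM. Readouts: fluorescent cytotoxicity (CellTiter-Fluor), then luminescent Nrf2 signal after BugLite.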
IL-2 act = IL-2 activation; hit rate 0.065% among 360,000; AID 652025; activation, % (series mostly up to about 46 µM); IL-2 activation reporter assay, cell-based qHTS; stimulated with anti-CD3/CD4/CD28 beads; in transgenic mouse T cells; in the data active = activation above about 50%; inconclusive = mostly about 30% to 49%; note: 0% is about no effect
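Using fluorescent plate cytometry, EGFP and DsRed are detected in transgenic mouse T cells stimulated 18 h at 37 degrees C with antibody-coated beads after 60 min compound pretreatment.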
ATXN viability = reduces viability in counter-screen for ATXN expression inhibitors; S2 cells (HEK-293 line with an ATXN2-luciferase reporter) viability, CellTiter-Fluor protease fluorescence, 24 h; Potency, µM (doses to about 56.7 µM), actives largely listed as cytotoxic; hit rate 0.49% among 400,000; AID 651635; note: potency is the fitted concentration of half-maximal effect; nearly all actives have a fitted effect of over 40% in size
A549 viability = counter-screen for Nrf2 inhibitors: cytotoxicity in A549 cells; A549 ARE-Fluc cells, CellTiter-Fluor viability, 18-24 h; Potency, µM (highest dose often 46 µM), for inactives: top-dose activity change, negative = cytotoxicity, most hits filed as inhibitors; hit rate 0.16% among 390,000; note: potency is the fitted concentration of half-maximal effect; % is set by controls: 0 for no effect and ±100 for the full control effect
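A549 ARE-Fluc cells in 5% FBS OPTI-MEM, 5000 cells/well, rested 2 h then exposed to compounds in concentration-response for 18-24 h at 37 °C. Viability by CellTiter-Fluor fluorescence (Ex 405/Em 525) after 30 min; luciferase luminescence (BugLite, 15 min, RT) read afterwards.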
An asterisk follows results filed as active; i = inactive; ? = inconclusive; nt = no result given; & = joins results of further samples; [ ] = dose if it differs, or a comment. Unless noted, calls come from the whole dose curve; as a rule, active = well fitted curve in the direction sought with a large enough effect; inconclusive = small, poorly fitted or top-dose-only effect, or another doubt; inactive = no such curve, though single readings can be large; an effect the other way counts as inactive or inconclusive.

Order of values – Nrf2 ARE act	TGFb inhibitor	ATXN2 expr inh	HepG2 viability	EPAC2 ag	Nrf2 block	IL-2 act	ATXN viability	A549 viability
O=C(CSc1ccc(-c2ccco2)nn1)Nc1ccccc1
→ 20%	-29%	-12%	-19%	1%	4%	0.1	i	4%
COc1ccc(OC)c(CNC(=O)c2cc(S(=O)(=O)N3CCC(C)CC3)cn2C)c1
→ 4.2%	-9%	-13%	-2%	nt	nt	nt	i	16%
N#CCOc1nc(N2CCOCC2)nc(N2CCOCC2)n1
→ -0.7%	-13%	-9%	-14%	7%	0%	-2.7	i	7%
COc1ccc(/C=N/NC(=O)c2ccc(N)cc2)cc1Cn1cc([N+](=O)[O-])cn1
→ -0.6%	-14%	1%[11.3 µM]	-4%	2%	3%	2.8	?	-10%
CN(C(=O)COC(=O)c1ccc2c(=O)n3c(nc2c1)CCC3)C1CCS(=O)(=O)C1 (stereo not given)
→ 1.2%	?	3%	-51%	-5%	?	0.1	i	-7%
COc1ccc(OC)c(CNC(=O)c2[nH]c(C(F)(F)F)nc2-c2ccccc2)c1
→ 3.1%	?	?	-9%	10%	nt	1.8	i	nt
Oc1ccc(-c2[nH]ncc2-c2ccc(Cl)cc2)c(O)c1
→ -0.4%	-19%	-18%	-30%	7%	11%	-2.3	i	-12%
O=C(c1ccc(NS(=O)(=O)c2ccc(F)cc2)cc1)N1CCOCC1
→ 0.3%	0%	-6%	-2%	-6%	-15%	-1.4	i	-4%
CC(=O)Nc1ccc(CCCCc2ccc(NC(C)=O)cc2)cc1
→ -0.8%	10%	-2%	13%	3%	7%	0.3	i	-4%
COc1ccc(CNc2nc(-c3ccc(Cl)cc3)nn2C(=O)c2ccccc2)cc1
→ -1.2%	14%	8%	-1%	nt	2%	nt	i	-5%
O=C1NC(Cc2ccccc2)c2nc3ccc(F)cc3c(=O)n2-c2cc3ccccc3cc21 (stereo not given)
→ -0.3%	1%	0%	-6%	-1%	nt	0.2	i	nt
CC12CN3CCN(CC(C3)C1(O)CN1CCOCC1)C2 (stereo not given)
→ 0.5%	?	-7%	-7%	8%	nt	-1.1	i	2%
Cc1cccc(NC(=O)c2cc(NC(=O)c3ccco3)ccc2Cl)n1
→ 12%	3%	3%	-2%	1%	nt	-2.6	i	8%
CCn1nc(C)c2c(-c3ccccc3)cc(=O)n(C(C)C(=O)NCCc3ccc(Cl)cc3)c21 (stereo not given)
→ 0.1%	0%	?	-1%	nt	-35%	nt	?	-12%
Cc1ccc(S(=O)(=O)Nc2cccnc2Oc2ccc(Cl)cc2)cc1
→ 0.3%	13%	-9%	-5%	7%	-18%	-3.2	i	2%
O=C(CCCNC(=O)c1ccc(Cl)cc1)NCc1ccccc1F
→ 0.0%	18%	-7%	-9%	7%	10%	-0.2	i	3%
Cc1nnc(NC(=O)CSc2nnc(Cc3ccccc3)n2-c2ccccc2)s1
→ -0.6%	-5%	-15%	-100%	11%	3%	-0.3	i	4%
Cc1cccc[n+]1CC(=O)/C=C1\N(C)c2ccccc2C1(C)C
→ 0.5%	?	-20%	-14%	-1%	5.2µM*	-0.3	?	?
CC1=NN(c2ccc(N)cc2)C(=O)C1
→ 0.2%	-27%	-1%	-14%	1%	3%	0.0	i	2%
CCOC(=O)C1=C(C)Nc2ccccc2N=C1NC(=O)Cc1ccc(Br)cc1
→ 0.1%	2%	-1%	-16%	1%	-13%	0.3	i	1%
O=c1[nH]c(C2CCN(S(=O)(=O)c3ccc4c(c3)OCCO4)CC2)nc2c1nnn2Cc1ccc(F)cc1
→ 0.4%	-23%	-13%	-5%	-1%	?	1.0	i	1%
COc1cc(Br)c(C2C(C#N)=C(N)Oc3n[nH]c(-c4cccnc4)c32)cc1OC (stereo not given)
→ 0.5%	4%	-26%	13%	7%	-31%	2.2	i	-3%
COCCn1c(SCC(=O)Nc2cc(Cl)ccc2OC)nc2c(c1=O)SC(C)C2 (stereo not given)
→ 3.5%	?	-13%	-31%	10%	?	-2.8	i	-7%
O=C1CNC(=S)N1CCCn1ccnc1
→ 0.5%	0%	nt	-3%	1%	19%	-0.2	i	11%
COc1ccc(CCC(=O)Nc2c(C)n(C)n(-c3ccccc3)c2=O)cc1
→ -0.4%	-27%	nt	-5%	12%	-7%	-0.9	i	0%
CN(C)/C(CN1CCN(C=O)CC1)=C1\N=C(c2ccccc2)OC1=O
→ -0.7%	-32%	-15%	-5%	17%	23µM*	-2.7	i	2%
N#CCC(=O)Nc1ccc(C(=O)OCC(=O)Nc2sc3c(c2C#N)CCCC3)cc1
→ 2.5%	-18%	-2%	-7%	9%	13%	-3.2	i	7%
CCc1ccc(-c2nc(CS(=O)CC(=O)O)c(C)o2)cc1 (stereo not given)
→ 0.9%	4%	15%	-11%	-1%	15%	-0.3	i	9%
CCCCN(CC)CCNC(=O)c1cn(C)c(=O)c2c1c1ccccc1n2C
→ -1.0%&0.4%	-14%&0%	-20%&-1%	0%&-13%	-4%	14%&10%	-1.6	i	1%&-1%
CC(C)NC(=S)NC(=O)/C=C/c1ccc(F)cc1
→ 6.2%	?	16%	7%	3%	?	0.1	i	9%
CC(C)NC(=O)c1ccc(COc2cc(Cl)ccc2Cl)o1
→ 1.9%	-6%	-13%	-14%	8%	21%	-0.5	i	11%
CCN1CCN(S(=O)(=O)c2ccc(S(=O)(=O)N(CC)Cc3ccccc3)cc2)CC1
→ -0.7%	-6%	-1%	-17%	-2%	-4%	2.6	i	?
Cc1cc(C(=O)N2CCCC(N3CCN(c4ccccc4C)CC3)C2)nc(C)n1 (stereo not given)
→ 0.0%	1%	0%	4%	-11%	-1%	-1.4	i	-4%
Cc1ccc(-n2c(C)cc(/C=C3/SC(=O)N(CC(=O)N4CCOCC4)C3=O)c2C)nc1
→ -0.2%	-9%	4%	-187%	-3%	?	-1.3	i	-1%
CNC(=O)c1cc(C(=O)c2ccc(C(F)(F)F)cc2)c[nH]1
→ 1.1%	0%	20%	-13%	1%	?	-0.7	i	1%
N=c1c(S(=O)(=O)c2ccc(Cl)cc2)cc2c(=O)n3ccccc3nc2n1Cc1cccnc1
→ 0.2%	11%	1%	-1%	-109%[inhibitor]	4%	151*	i	5%
CC(C)(C)OC(=O)N1CCC(c2nnc(SCc3cccc(Cl)c3)o2)CC1
→ 1.5%	-8%	-34%	-20%	nt	?	nt	i	-3%
COC(=O)c1ccccc1-c1ccc(/C=N/NC(=O)c2cc3ccccc3o2)o1
→ 0.3%	?	-7%	-8%	20%	-26%	-0.6	i	0%
CC1(C)Cc2c(sc3nc(C4CC4)n(N)c(=O)c23)CO1
→ -0.1%	0%	12%	-149%	0%	7%	2.7	i	-1%
CCn1ncc(Br)c1C(=O)Nc1ccc(Cl)cn1
→ -0.2%	-6%	-2%	-3%	5%	9%	-0.8	i	14%

Printed as active in IL-2 act, of those listed so far:
Compound	TGFb inhibitor	EPAC2 ag	IL-2 act
N=c1c(S(=O)(=O)c2ccc(Cl)cc2)cc2c(=O)n3ccccc3nc2n1Cc1cccnc1	11%	-109%[inhibitor]	151*

Next section:
Order of values – Nrf2 ARE act	TGFb inhibitor	ATXN2 expr inh	HepG2 viability	EPAC2 ag	Nrf2 block	IL-2 act	ATXN viability	A549 viability
O=C(O)C1=NN(c2ccccc2)C(=O)C1
→ -0.5%	9%	20%	2%	7%	7%	-0.1	i	-13%
CCN(CC)S(=O)(=O)c1cc(C(=O)Nc2cccnc2Cl)ccc1Cl
→ -0.3%	-16%	-22%	-12%	2%	?	3.1	i	6%
Cc1cc(C)cc(NC(=O)Cn2nnc3ccccc3c2=O)c1
→ -0.8%	-15%	16%	-24%	5%	?	-0.5	i	6%
O=C(COC(=O)c1ccccc1SCC(=O)N1CCCC1)NC1CCS(=O)(=O)C1 (stereo not given)
→ 2.4%	16%	5%	-13%	6%	3%	0.8	i	0%
CC(C)c1nnc(NC(=O)CCCC(=O)O)s1
→ -0.6%	0%	0%	29%	8%	10%	0.7	i	4%
Cc1ccc(Cl)cc1N1CCN(C(=O)c2ccc3c(c2)CCN3S(=O)(=O)c2ccccc2)CC1
→ 0.5%	22%	8%	6%	nt	?	nt	i	-10%
COCc1c(C(=O)OC/C(O)=C(\C#N)c2nc3ccccc3[nH]2)oc2ccccc12
→ 0.5%	9%	-16%	1%	0%	21%	-0.6	?	0%
CCOC(=O)N1CCN(CC(O)COc2cc(C)cc(C)c2)CC1 (stereo not given)
→ 0.1%	2%	-7%	-6%	-1%	12%	-0.4	nt	9%
CCN(CC)CCCN1C=C2C(=O)C(C)(OC(=O)CCc3ccccc3)C(=O)C=C2C=C1c1ccc(C#N)cc1 (stereo not given)
→ 3.7%	1%	-5%	-2%	8%	-19%	-0.2	i	-10%
CCCCSc1nc(C(=O)O)cc(=O)[nH]1
→ 0.0%	2%	-13%	-13%	4%	-5%	0.2	i	0%
CCCCOc1ccc(C(=O)NCC(=O)NC2CCN(Cc3ccccc3)CC2)cc1
→ 0.0%	-5%	-3%	-26%	-7%	6%	-2.3	i	-9%

Compound activity deposited in PubChem by National Center for Advancing Translational Sciences (NCATS).
